HSF1 inh: HSF1 inhibitors in luciferase reporter cells, primary screen, cell-based, NIH3T3, luminescence. NIH3T3-HGL HSE-luciferase, MG132-induced, luminescence 8 h; active compounds read low. actives 0.77% (n = 300,000). activity change, negative = inhibition, % at 7.5 µM (by protocol);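 active = more than half of replicate wells show activity change below -50%, luminescence cut by over half; inconclusive = some wells, but at most half, below -50%; inactive = no replicate well below -50%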;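 also: luciferase reports HSF-1 transcriptional activity via heat shock element; 0% = median of DMSO wells and -100% = zero luminescence signal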
KLF5 inh: KLF5 expression inhibitors, primary screen, DLD-1 cells, luminescence; DLD-1 KLF5 promoter-luciferase reporter; AID 1700, 2009; actives 0.23% (n = 290,000); inhibition, % at 5 µM;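 active = inhibition above a per-plate limit of that plate's mean compound inhibition plus 3 SD, cut at about 60% in these data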;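 also: 0% = DMSO wells and 100% = LY294002 at 200 µM; higher means less KLF5 promoter-driven luciferase light; inactives centre near -14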
GSK3 alpha inh: blockers of GSK3A enzyme activity – biochemical, luminescence, cell-free homogeneous, HTS, primary screen; Glycogen synthase kinase-3 alpha (Homo sapiens), P49840; GSK-3 alpha kinase, ADP-Glo luminescence, 60 min; inhibition, % at 10 µM; actives 0.1% (n = 320,000);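 in the data active = inhibition above about 50%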;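 also: GST-tagged GSK-3 alpha with peptide substrate and 25 µM ATP; 0% = DMSO neutral wells and 100% = GW8510 positive control wells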
Target sequence (P49840 whole entry, looked up): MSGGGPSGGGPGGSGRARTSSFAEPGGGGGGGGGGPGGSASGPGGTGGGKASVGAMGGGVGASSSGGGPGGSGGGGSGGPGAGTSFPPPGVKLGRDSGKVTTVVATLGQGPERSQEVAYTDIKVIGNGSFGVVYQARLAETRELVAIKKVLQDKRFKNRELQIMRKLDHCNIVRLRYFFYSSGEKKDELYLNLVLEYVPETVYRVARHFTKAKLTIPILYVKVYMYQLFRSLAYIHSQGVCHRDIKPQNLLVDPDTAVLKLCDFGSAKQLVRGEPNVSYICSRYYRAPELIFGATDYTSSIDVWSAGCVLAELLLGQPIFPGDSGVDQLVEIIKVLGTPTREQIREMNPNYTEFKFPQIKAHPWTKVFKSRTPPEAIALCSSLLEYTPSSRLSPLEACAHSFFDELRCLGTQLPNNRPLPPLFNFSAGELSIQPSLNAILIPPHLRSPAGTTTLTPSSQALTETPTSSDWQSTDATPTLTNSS
AI-2 QS mod: Vibrio harveyi AI-2 quorum sensing modulators, primary screen, JMH597 strain, luminescence/OD600 ratio | Vibrio harveyi JMH597 AI-2 luminescence/OD600 ratio, 9 h; active compounds read low; strain lacks LuxN and CqsS sensors; 0 = neutral-control median | activity change, % at 7.5 µM | actives 0.4% (n = 300,000); in the data active = activity change below about -75%, passing the limit was not always enough; inconclusive = no clear call, values can overlap the other calls;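 also: luminescence divided by OD600 gain over 9 h not by final OD600 alone; inactives centre near 13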
PolyA inhibitor: polyadenylation inhibitors in yeast reporter cells, primary screen, luminescence, S. cerevisiae | S. cerevisiae SKY197-pL101 polyadenylation reporter, beta-gal luminescence; efflux-impaired pdr1/pdr3 knockout yeast; score 100 = 6 SD above DMSO | calls only at 12 µM | actives 0.02% (n = 300,000) | AID 1875, 2009;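 active = lowest replicate activity score at least 50, where 100 means six control SD above control mean; inconclusive = lowest score under 50 but half or more replicates reach 50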;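 also: yeast exposed to compound for 9 h at 30 °C; higher score means more reporter readthrough which indicates perturbed polyadenylation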
aSyn UTR inh: MLPCN primary screen, SNCA 5' untranslated region | alpha-synuclein 5'UTR reporter, inhibitor activity | inhibition, % (tested at 7.5 µM) | actives 0.82% (n = 300,000) | AID 1813, 2009; in the data active = inhibition above about 60%; inconclusive = no clear call, values can overlap the other calls;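 also: H4 neuroglioblastoma cells stably carrying SNCA 5'UTR luciferase fusion; 0% = DMSO wells and 100% = positive control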
HSP90 refold inh: HSP90 inhibitors, primary screen, cell lysate, luminescence | Heat shock protein HSP 90 (rabbit reticulocyte lysate; luciferase refolding) | Rabbit reticulocyte lysate, luciferase refolding luminescence, 3 h | inhibition, % at 5.6 µM | actives 0.91% (n = 290,000) | AID 1789, 2009;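 active = inhibition above the screen-wide mean plus 3 SD, computed separately per campaign, cut at about 16% in these data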;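 also: 0% = DMSO wells and 100% = 60 µM geldanamycin wells; inhibitors lower the luminescence because luciferase stays unfolded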
HSF1 activator: HSF-1 activators, primary screen, NIH3T3-HGL cells, MG132 stress, luminescence, single point; NIH3T3-HGL HSF-1 luciferase reporter, 8 h; 100% = twice DMSO control signal; activation, % at 9 µM; actives 1.7% (n = 300,000); AID 504408, 2011;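 active = mean replicate activation of at least 50% with a set share of replicates each reaching 50%; inconclusive = only one of those two conditions met; inactive = mean below 50% and too few replicates reaching it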;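 also: 0% = median of the neutral control wells and 100% = twice that signal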
GSK3beta inhib: human GSK3beta kinase inhibitors, primary screen, biochemical, cell-free homogeneous, HTS; GST-GSK3beta kinase, ADP-Glo luminescence, 60 min; active compounds read low; activity score (negative = inhibition), % at 10 µM; Glycogen synthase kinase-3 beta (Homo sapiens), P49841; AID 2097, 2009; actives 0.038% (n = 300,000);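 active = more than half of replicate wells score below -50%, meaning over 50% inhibition versus plate controls; inconclusive = some replicates but at most half score below -50%; inactive = no replicate scores below -50%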;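 also: 0% = median DMSO wells and -100% = median GW8510 positive control wells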
Target sequence (P49841 whole entry, looked up): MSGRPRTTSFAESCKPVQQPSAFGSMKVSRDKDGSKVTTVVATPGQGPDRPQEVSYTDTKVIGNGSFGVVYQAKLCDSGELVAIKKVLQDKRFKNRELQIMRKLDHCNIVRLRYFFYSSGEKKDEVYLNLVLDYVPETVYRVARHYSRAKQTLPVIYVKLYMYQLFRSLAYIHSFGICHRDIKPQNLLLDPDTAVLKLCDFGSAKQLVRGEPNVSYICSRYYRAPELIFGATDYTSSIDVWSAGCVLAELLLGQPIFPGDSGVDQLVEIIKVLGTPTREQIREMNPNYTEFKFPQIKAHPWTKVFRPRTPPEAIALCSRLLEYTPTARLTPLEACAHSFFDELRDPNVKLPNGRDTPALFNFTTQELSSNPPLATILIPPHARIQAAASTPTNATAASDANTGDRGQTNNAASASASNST
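Test system: GST-fused GSK3beta enzyme, cell-free | Quantity: 1.6 ng GST-GSK3beta enzyme per well | Reagent: 25 µM ATP with peptide substrate | Schedule: 60 min enzyme reaction, room temperature | Signal: Luminescent ADP-Glo measurement of ADP formed | Read-out basis: Score relative to plate controls | Control set: DMSO and 20 µM GW8510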
IEC-6 tox: cytotoxicity in IEC-6 intestinal epithelial cells, primary screen, cytotoxicity control for KLF5 inhibitor project, cell-based, luminescence; actives 0.78% (n = 290,000); IEC-6 cytotoxicity, luminescence viability; inhibition, % at 5 µM; in the data active = inhibition above about 22%;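 also: 0% = plate median of test compound wells and 100% = cytotoxic reference compound wells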
* = called active by the depositor; i = inactive; ? = inconclusive; . = not tested or not shown.

#	canonical_smiles	HSF1 inh	KLF5 inh	GSK3 alpha inh	AI-2 QS mod	PolyA inhibitor
1	COc1cc(CNc2ccc3[nH]c(=O)[nH]c3c2)ccc1OCc1ccccc1	10	-29	-1	35	i
2	CCCS(=O)(=O)N1CCN(Cc2c[nH]c3ccccc23)CC1	-5	-27	7	16	i
3	CCN(CC(=O)Nc1c(F)cccc1F)C(=O)CCc1nc2cc(S(=O)(=O)N(C)C)ccc2n1CC	-4	-14	1	9	i
4	CC(=O)c1c(C)[nH]c(C(=O)NC2CCSc3ccccc32)c1C (centres undefined)	-8	-11	-3	36	i
5	CCOC(=O)c1nn(-c2ccc([N+](=O)[O-])cc2)cc1O	-2	1	-3	16	i
6	CC(OC(=O)c1cc(=O)[nH]c2ccccc12)C(=O)NCc1ccccc1 (centres undefined)	0	.	-2	3	i
7	CC(C)(C)CC(C)(C)NCC(O)COc1c(F)cc(Br)cc1F (centres undefined)	-1	-6	1	16	i
8	O=C(CSc1nnnn1Cc1ccccc1)NC1CCCCC1	-3	-8	-1	36	i
9	CCOCCc1nnc(NC(=O)Cc2ccc(Br)cc2)s1	2	-6	0	9	i
10	CCCC(=O)Nc1ccc(C(=O)/C=C/c2ccc(SC)cc2)cc1	14	-13	-4	-9	i
11	CCC(Sc1nc2cc3c(cc2c(=O)n1Cc1ccco1)OCO3)C(=O)Nc1ccccc1OC (centres undefined)	8	-31	2	15	i
12	COc1ccc(S(=O)(=O)c2c(O)cc(C)c(NS(=O)(=O)c3ccccc3)c2C)cc1	3	-5	4	0	i
13	O=C(Cn1ccc([N+](=O)[O-])n1)NCc1ccccc1	-2	.	0	12	i
14	CCc1cccc(C)c1NC(=O)CN(C)Cc1ccc(Br)cc1	9	-29	-5	8	i
15	O=C(Cn1c(C(=O)N2CCN(C3CCCCC3)CC2)cc2sccc21)c1ccccc1	6	15	0	21	i

#	aSyn UTR inh	HSP90 refold inh	HSF1 activator	GSK3beta inhib	IEC-6 tox
1	-86	-6	29	-3	-4
2	-2	0	-22	-1	5
3	1	-1	-3	-5	4
4	-33	-3	-12	0	6
5	-49	2	15	1	6
6	10	.	-12	3	.
7	9	1	24	-2	-7
8	-2	0	7	2	3
9	-6	7	20	0	-4
10	-70	2	25	1	-3
11	46	1	-13	-10	0
12	-11	5	-11	-1	-1
13	-1	.	9	3	.
14	14	-1	8	3	-2
15	24	5	0	-1	9

(cont.)
#	canonical_smiles	HSF1 inh	KLF5 inh	GSK3 alpha inh	AI-2 QS mod	PolyA inhibitor
16	O=C(O)CSC1CC(=O)N(c2ccc(Br)cc2)C1=O (centres undefined)	-13	-30	-3	29	i
17	CCOC(=O)C1(CC2CC2)CCN(Cc2cnc(-c3ccccc3C)nc2)CC1	-13	-7	-1	11	i
18	CC(C)Cn1c(SCc2nc3ccccc3c(=O)[nH]2)nc2ccccc2c1=O	15	7	-4	39	i
19	Cc1ccccc1C1c2[nH]c3ccccc3c2CCN1CCCn1cccn1 (centres undefined)	4	-28	-1	-9	i
20	CC(C)n1c2ccccc2c2nc3ccccc3nc21	3	-45	-1	8	i
21	CCN(C(=O)c1coc(=O)c(Br)c1)c1ccc2c(c1)OCO2	-1	-12	0	8	i
22	Cc1nn(Cc2ccc(F)cc2)c2sc(C(=O)Nc3ccc(N4CCOCC4)cc3N3CCOCC3)cc12	22	2	0	3	i
23	CC1=C(C(=O)O)N2C(=O)C(NC(=O)c3nn(C)cc3Cl)C2SC1 (centres undefined)	-9	-14	-1	2	i
24	Oc1ccc(C=Nc2ccc(N3CCOCC3)cc2)c(O)c1	1	-8	1	4	i
25	CSc1nnc(NC(=O)c2cc(=O)c3cc(C)cc(C)c3o2)s1	-4	2	-3	-11	i
26	CC1=C([N+](=O)[O-])C(c2ccccc2)C2=C(N1)c1ccccc1C2=O (centres undefined)	38	58	-5	9	i
27	CCOc1ccc(/C=N/n2c(SC)nnc(C(C)(C)C)c2=O)cc1	5	-3	1	18	i
28	O=C(Oc1ccc(N(Cc2cccs2)C2=NS(=O)(=O)c3ccccc32)cc1)c1ccccc1F	6	-61	-1	25	i
29	c1ccc(CN2CCCC3(CCCN(Cc4nc(COc5ccccc5)no4)C3)C2)cc1 (centres undefined)	2	-24	-1	10	i
30	Cc1ccc(N2C(=O)C(Cl)=C(Nc3c(C)n(C)n(-c4ccccc4)c3=O)C2=O)cc1	.	-22	-1	13	i

#	aSyn UTR inh	HSP90 refold inh	HSF1 activator	GSK3beta inhib	IEC-6 tox
16	6	0	-6	1	-3
17	10	5	-17	2	3
18	33	1	10	4	4
19	-3	-5	0	1	-5
20	2	-2	23	-2	3
21	-18	3	10	-3	4
22	?	4	25	-14	4
23	-9	0	-4	1	-5
24	17	5	28	-2	-2
25	6	-2	12	-1	-2
26	113*	7	57*	-3	47*
27	-24	1	14	2	3
28	27	1	2	2	-1
29	-7	0	1	1	0
30	-48	6	.	1	2

Continuation.
#	canonical_smiles	HSF1 inh	KLF5 inh	GSK3 alpha inh	AI-2 QS mod	PolyA inhibitor
31	CC(=O)N(Cc1ccc(F)cc1)Cc1nc2ccccc2c(=O)[nH]1	5	7	0	9	i
32	O=c1c2ccccc2nc(-c2ccc(Cl)cc2)n1C1CCS(=O)(=O)C1 (centres undefined)	-2	-18	0	34	i
33	CCC1=C(OC(=O)N(CC)CC)N2C(=O)OC(=NCC(=O)OC)[C@]2(C)[C@H]2C1=CC[C@H]1C(=O)N(CC)C(=O)[C@H]12	-1	.	-1	17	i
34	CCCCNC(=O)c1sc(=S)n2c1[nH]c(=O)c1ccc(C(=O)NCCc3ccc(OC)c(OC)c3)cc12	-3	-22	-2	-1	i
35	Cn1c(=O)c2c(nc(Sc3ncnn3CC(=O)NC3CCCCC3)n2C)n(C)c1=O	4	-10	0	8	i
36	Cc1cc(C)n(NC(=S)NC2CCCC2)c(=O)c1C#N	-9	-13	-3	7	i
37	CC(OC(=O)c1cccs1)C(=O)NCc1cccs1 (centres undefined)	5	-8	-1	6	i
38	COc1ccc(S(=O)(=O)NCC(=O)NC2CC2)cc1OC	3	-25	4	5	i
39	CCOC(=O)c1sc(N2C(=O)C(O)=C(C(=O)c3ccc(C)o3)C2c2ccc(OC)c(OC)c2)nc1C (centres undefined)	5	-28	-2	35	i
40	O=C(CSc1nc2ccccc2c(=O)n1NC(=O)Cc1ccccc1)NCc1ccccc1	3	9	.	23	i
41	COc1ccc(C(=O)Nc2nc3ccc4nc(C)sc4c3s2)cc1	0	-28	-4	1	i
42	CCOC(=O)C1CCCN(C(=O)c2ccccc2[N+](=O)[O-])C1 (centres undefined)	-1	-7	1	5	i
43	CCOC(=O)c1c(-c2ccc(OC)cc2)csc1NC(=O)CCN1CCOCC1	.	-25	-4	1	.
44	COc1cc(NC(=O)CSc2nnc(-c3ccncc3)o2)cc(OC)c1OC	-3	-13	-1	18	i
45	COc1cc(C)nc(Oc2ccc(OCCOc3ccc(C)cc3)nn2)n1	6	-2	-4	28	i

#	aSyn UTR inh	HSP90 refold inh	HSF1 activator	GSK3beta inhib	IEC-6 tox
31	8	-6	0	0	-3
32	15	-1	-6	-4	3
33	-1	.	28	2	.
34	-29	-2	-13	1	-6
35	-8	-1	-17	-1	-2
36	11	3	-24	3	4
37	29	2	-1	7	-1
38	-10	0	-12	0	1
39	12	-4	3	4	-8
40	22	7	23	0	-2
41	-24	-5	8	2	1
42	9	7	-10	-1	3
43	.	1	.	0	3
44	-15	-2	19	-1	-2
45	-4	1	6	2	-1

Profiles, looked up by structure:
Listed for CCOC(=O)C1CCCN(C(=O)c2ccccc2[N+](=O)[O-])C1 (centres undefined) = HSF1 inh = -1; KLF5 inh = -7; GSK3 alpha inh = 1; AI-2 QS mod = 5; PolyA inhibitor = i; aSyn UTR inh = 9; HSP90 refold inh = 7; HSF1 activator = -10; GSK3beta inhib = -1; IEC-6 tox = 3
Listed for O=C(CSc1nc2ccccc2c(=O)n1NC(=O)Cc1ccccc1)NCc1ccccc1 = HSF1 inh = 3; KLF5 inh = 9; GSK3 alpha inh = .; AI-2 QS mod = 23; PolyA inhibitor = i; aSyn UTR inh = 22; HSP90 refold inh = 7; HSF1 activator = 23; GSK3beta inhib = 0; IEC-6 tox = -2

Later entries:
#	canonical_smiles	HSF1 inh	KLF5 inh	GSK3 alpha inh	AI-2 QS mod	PolyA inhibitor
46	O=C(COc1ccccc1Cl)Nc1ccc2c(c1)OCO2	23	-162	-2	4	i
47	CCN(CC)CC(O)CN1C(=O)NC(C)(C)C1=O (centres undefined)	-14	5	-1	-4	i
48	Cc1cccc(C(=O)Nc2cccc(-c3ccc4nncn4n3)c2)c1	-4	-16	1	10	i
49	O=C(N/N=C/c1ccco1)c1ccc(NC(=O)C2CCCCC2)cc1	.	-38	.	-8	.
50	N#Cc1ccc(N2CCCNCC2)nc1	-4	-28	1	27	i
51	CCOc1ccc(CCNC(=O)COn2nnc3ccc(S(=O)(=O)N4CCOCC4)cc32)cc1OCC	0	.	-2	-4	i
52	O=C(NCC(c1cccs1)N1CCOCC1)c1ccc([N+](=O)[O-])cc1 (centres undefined)	-2	-18	2	5	i
53	Brc1cccc(-c2nc(-c3ccncc3)no2)c1	7	-172	-1	11	i

#	aSyn UTR inh	HSP90 refold inh	HSF1 activator	GSK3beta inhib	IEC-6 tox
46	-145	-2	15	1	-9
47	-14	3	1	1	0
48	-3	2	-12	0	0
49	.	-3	.	-4	-1
50	4	-7	-3	-2	0
51	-3	.	-13	2	.
52	6	0	-14	1	0
53	-100	2	22	2	5

Entries by screen from the entries so far:
Nos. 4–9 in HSP90 refold inh read -3, 2, ., 1, 0, 7

Screening data as filed in PubChem.

Only part of the results is shown (hit frequency here may not be typical).
